p53 reactivator: mutant p53 re-activation in reporter cells; Potency, µM (titrated, usually from 92.2 µM), for inactives: top-dose activity change, positive = activation, most hits filed as activators; 320,000 tested, 0.063% active; AID 504706; H1299 p53-A138V BP100-luciferase reporter, luminescence, 24 h; further: potency means the concentration at half of the fitted maximal effect; % of control where 0% means no effect; nearly all actives have a fitted effect of over 45% in size
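p53-null H1299 cells stably carrying temperature-sensitive p53-A138V and a BP100-luciferase reporter were pinned with compounds (4-point, 1:5 series) and held 24 hrs at 37 deg C. Luminescence was read 10 min after detection reagent.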
TRPV1 agonist: activates the human vanilloid receptor TRPV1 | Q8NER1 | TRPV1-expressing cells, Fluo-8 calcium influx, agonist mode | activation, % at 8.33 µM | 320,000 tested, 0.19% active | AID 540275; in the data active means activation above about 80%; inconclusive means between about 30% and that limit; further: 0% is about no effect
Target sequence (Q8NER1 whole entry, looked up): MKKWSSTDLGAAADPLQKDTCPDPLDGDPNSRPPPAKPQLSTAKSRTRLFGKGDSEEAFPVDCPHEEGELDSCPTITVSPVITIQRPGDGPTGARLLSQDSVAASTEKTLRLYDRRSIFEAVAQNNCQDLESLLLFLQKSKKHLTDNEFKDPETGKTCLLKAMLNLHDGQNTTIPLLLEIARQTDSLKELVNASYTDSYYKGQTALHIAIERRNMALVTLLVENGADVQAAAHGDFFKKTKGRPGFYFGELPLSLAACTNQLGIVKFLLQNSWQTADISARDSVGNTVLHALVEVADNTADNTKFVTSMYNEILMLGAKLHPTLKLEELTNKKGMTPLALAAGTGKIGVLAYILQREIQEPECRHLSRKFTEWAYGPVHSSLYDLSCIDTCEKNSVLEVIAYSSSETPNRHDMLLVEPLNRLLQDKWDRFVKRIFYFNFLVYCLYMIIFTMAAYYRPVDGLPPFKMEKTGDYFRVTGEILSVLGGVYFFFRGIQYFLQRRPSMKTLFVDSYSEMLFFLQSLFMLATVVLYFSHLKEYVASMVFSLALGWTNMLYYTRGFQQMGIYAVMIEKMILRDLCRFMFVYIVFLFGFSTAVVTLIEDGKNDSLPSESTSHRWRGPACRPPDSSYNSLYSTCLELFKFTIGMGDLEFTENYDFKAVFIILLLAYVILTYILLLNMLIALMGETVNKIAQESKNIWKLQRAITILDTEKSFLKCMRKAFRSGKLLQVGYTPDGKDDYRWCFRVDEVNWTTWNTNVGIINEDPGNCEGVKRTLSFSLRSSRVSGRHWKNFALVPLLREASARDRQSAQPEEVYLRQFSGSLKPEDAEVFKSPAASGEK
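Cells expressing TRPV1 were dye-loaded with Fluo-8 and read kinetically: 10 s baseline, 3 min after compound (agonist portion), then 2 min after EC20 capsaicin (allosteric enhancer portion). Calcium-bound dye fluorescence at 480/520 nm.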
RORgamma inh: blocks mouse ROR gamma transcriptional activity. Drosophila S2 Gal4-RORgamma UAS-luciferase reporter, 20 h. Potency, µM (series often up to 53.6 µM), without a hit: at the highest dose activity change, negative = inhibition, actives largely listed as inhibitors. 310,000 tested, 5.4% active. P51450; further: potency means the concentration at half of the fitted maximal effect; on the % scale 0 is the no-effect control and ±100 the full control effect; nearly all actives have a fitted effect of over 60% in size
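Read-out: Photinus luciferase luminescence; inhibitors lower reporter signal. Insect Schneider cells with Gal4-ROR gamma fusion under metallothionein promoter, UAS reporter; 700 uM final copper sulfate induction, 20 hr, ambient temperature.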
Rab9 promoter act: Rab9 promoter activation. Huh7 Rab9 promoter-luciferase reporter, luminescence, 24 h. Potency, µM (titrated, usually from 9.22 µM), for inactives: at the top dose activation, negative = inhibition, hits mostly activators. 320,000 tested, 2.8% active. AID 485297; further: potency means the concentration at half of the fitted maximal effect; % of control where 0% means no effect; nearly all actives have a fitted effect of over 60% in size
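Using Huh7 cells stably transfected with Rab9 promoter–luciferase, compounds were incubated 24 h at 37 °C, 5% CO2; luciferase luminescence was read 10 min after reagent addition.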
ELG1 repair inh: ELG1-dependent DNA repair inhibition; Potency, µM (titrated, usually from 46.1 µM), for inactives: at the top dose activity change, negative = inhibition, most hits filed as inhibitors; 330,000 tested, 2.3% active; HEK293T ELG1-luciferase reporter, luminescence, 16 h; DNA damage induced by 5-fluorouridine; further: potency means the concentration at half of the fitted maximal effect; on the % scale 0 is the no-effect control and ±100 the full control effect; nearly all actives have a fitted effect of over 55% in size
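Luminescence from the luciferase reporter, measured 30 min after ONE-Glo reagent at room temperature, was the read-out. Beforehand, 2,000 cells per well were exposed for 16 hr at 37 °C to 5-fluorouridine together with compound or vehicle.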
BRCA1 expr up: increases BRCA1 expression; 380,000 tested, 1.1% active; Potency, µM (doses to about 46.1 µM), for inactives: at the top dose activation, most hits filed as activators; MCF7-BRCA1-FFLuc reporter, luminescence, 48 h; response scale: scaled: vehicle 0%, 10 µM genistein 100%; further: potency means the concentration at half of the fitted maximal effect; nearly all actives have a fitted effect of over 80% in size; some results filed as inactive show a strong effect at the top dose
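MCF7 cells carrying a BRCA1-firefly luciferase reporter (2000 cells/well, phenol-red free MEM) were attached for 2 h at 37 °C, then given compounds for 48 h. Luminescence was read 15 min after luciferase reagent; activity normalized to genistein (10 microM) and DMSO.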
NPC1 promoter act: NPC1 promoter activation | Huh7 NPC1 promoter luciferase reporter, 24 h | AID 485313 | 320,000 tested, 2.4% active | Potency, µM (series often up to 9.22 µM), for inactives: top-dose activation, hits mostly activators;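 further: potency means the concentration at half of the fitted maximal effect; % of control where 0% means no effect; nearly all actives have a fitted effect of over 60% in size; reporter is driven by a mutant NPC1 promoter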
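Readout is luciferase luminescence, reflecting NPC1 promoter activation in stably transfected Huh7 cells after 24 h compound exposure at 37 °C in reduced-serum medium with 10% FBS.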
FLuc counter: firefly luciferase modulation, counter-screen for miR-21 project | purified FLuc, Km substrates, luminescence inhibition | Potency, µM (doses to about 57.5 µM), inactives show at the top dose activity change, negative = inhibition, usual class: inhibitors | 360,000 tested, 6.9% active;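 further: potency means the concentration at half of the fitted maximal effect; plate controls were vehicle for no effect and reference inhibitor for full effect; nearly all actives have a fitted effect of over 55% in size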
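Biochemical qHTS of compounds, final roughly 60 µM downward over six points, against 10 nM purified firefly luciferase using Km concentrations of substrates (10 uM D-luciferin, 10 uM ATP) in Tris acetate pH 7.5 buffer; luminescence output.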
ELG1 genotox: inducers of genotoxicity in HEK293T ELG1-luciferase cells. HEK293T ELG1-luciferase reporter, luminescence, 16 h. Potency, µM (doses to about 46 µM), for the others: at the highest dose activity change, positive = activation, most hits filed as activators. 330,000 tested, 1.3% active. AID 504466; further: potency means the concentration at half of the fitted maximal effect; % of control where 0% means no effect; nearly all actives have a fitted effect of over 60% in size
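Screening used a luciferase reporter fused to human ELG1 in HEK293T cells. Luminescence was read on a CCD plate imager after 16 hr exposure and 30 min ONE-Glo incubation.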
Tb PFK inh: T. brucei PFK enzyme inhibition; O15648; T. brucei PFK, ADP-Glo luminescence; Potency, µM (top dose mostly 57.5 µM), for inactives: at the highest dose activity, negative = inhibition, usual class: inhibitors; 330,000 tested, 0.17% active;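 further: potency means the concentration at half of the fitted maximal effect; 0% = uninhibited 1x PFK enzyme wells and -100% = no-enzyme wells; nearly all actives have a fitted effect of over 60% in size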
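1.25 nM PFK with 0.5 mM F6P and 0.1 mM ATP in 0.1 M TEA pH 8.0, 5 mM MgCl2, incubated 45 min at room temperature; ADP measured by ADP-Glo luminescence; compounds titrated up to 57 uM.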
Gal4-VP16 FLuc: counter-screen for ROR gamma inhibitors: Gal4-VP16 reporter. AID 2546. Potency, µM (titrated, usually from 53.6 µM), inactives show at the highest dose activity, negative = inhibition, actives largely listed as inhibitors. Drosophila S2 Gal4-VP16 UAS-luciferase, luminescence, 20 h. 310,000 tested, 3.5% active;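 further: Gal4-VP16 expression switched on by copper sulfate through the metallothionein promoter; potency means the concentration at half of the fitted maximal effect; on the % scale 0 is the no-effect control and ±100 the full control effect; nearly all actives have a fitted effect of over 50% in size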
* = called active by the depositor; ? = inconclusive; / = not tested or not shown; [ ] = dose if it differs, or a comment. Unless noted, the call rests on the fitted dose curve; in most records, active means well fitted curve in the direction sought with a large enough effect; inconclusive means small, poorly fitted or top-dose-only effect, or another doubt; inactive means no such curve, though single readings can be large; an effect the other way counts as inactive or inconclusive.

Screens in order: FLuc counter, RORgamma inh, ELG1 repair inh, TRPV1 agonist, Rab9 promoter act, Gal4-VP16 FLuc, Tb PFK inh, NPC1 promoter act, ELG1 genotox, BRCA1 expr up, p53 reactivator
- CC(C)(C)C1CCC(=NOC(=O)c2ccc(F)cc2)CC1 (stereo not given)
  19µM*, 9%, 13%, ?, 3%, -6%, 0%, -7%, 0%, 2%, -1%
- Cc1cc2c(c(Sc3ccccc3)n1)C(=O)OC2
  -1%, 1%, 0%, -3, -11%, 2%, -3%, -2%, 4%, -2%[1.84 µM], -1%
- Nc1nnc(/C=C/c2cccc([N+](=O)[O-])c2)s1
  -7%, 9%, ?, -3, 27%, -1%, 2%, 25%, ?, 16µM*, 24%
- CCOC(=O)c1c(C)nn(-c2ccc(NC(=O)/C=C/C(=O)O)cc2)c1C
  ?, -20%, ?, 0, -4%, 7%, 1%, 0%, -3%, -63%, -9%
- O=C(CSc1n[nH]c(=O)[nH]c1=O)Nc1cccc(S(=O)(=O)N2CCOCC2)c1
  -16%, -10%, 7%, -6, 1%, -8%, -2%, -37%[inhibitor], 1%, -15%, -2%
- Cc1ccc(NC(=O)COc2cccc3ccccc23)c(O)c1
  2%, /, 14%, 17, 3%, /, 6%, 0%, 7%, -29%, 4%
- COc1ccccc1N(CC(=O)Nc1ccc(C(F)(F)F)cc1)S(C)(=O)=O
  3%, 34%, -1%, 3, -2%, 3%, 2%, -3%, -4%, 0%, 9%
- CCc1ccccc1NC(=O)N1CCC(NC(=O)C(Cc2ccccc2)NC(C)=O)CC1 (stereo not given)
  0%, 0%, -2%, 1, -3%, -5%, 3%, -1%, -1%, -3%, 3%
- O=C1/C(=C\c2ccccc2)CCc2c1[nH]c1ccccc21
  2.7µM*, -21%, ?, 6, ?, 29%[0.365 µM], 2%, ?, 1.5µM*, -6%, 34%
- Cc1cc(OCC(=O)N(C)Cc2ccccc2)ccc1Cl
  15µM*, 34%, ?, ?, 4.5µM*, ?, -1%, ?, 14%, ?, ?
- CCOC(=O)c1c(-c2ccc(C)o2)csc1NC(=O)CN1CCC(C(N)=O)CC1
  -3%, 15%, -25%, -4, 1%, -9%, ?, -5%, -4%, -39%, -5%
- CN(C)C(=S)N=Nc1[nH]c2ccccc2c1O
  ?, 0.89µM*, ?, 1, 7%, 5.6µM*, 8%, 7%, 18%, 17%, 6%
- O=C(O)CCNc1ccc(Cl)cc1
  1%, -25%, ?, -8, 0%, -2%, ?, 5%, 2%, -3%, -2%
- Cc1ccc(NC(=S)N2CCCC(c3nc4ccc(C)cc4[nH]3)C2)c(C)c1 (stereo not given)
  -8%, 1%, -6%, 16, 0%, ?, -5%, 1%, -7%, -51%, 0%
- COc1ccc(C)cc1NC(=O)CC1COc2ccccc2O1 (stereo not given)
  -2%, 30%, 5%, 17, -1%, 0%, 8%, -4%, -3%, -21%, -2%
- COc1ccc(NC(=O)CN(C)C(=O)C23CC4CC(CC(C4)C2)C3)cc1
  0%, -15%, 5%, 8, 0%, 1%, -2%, 1%, -9%, -16%, -6%
- COCCn1c(=NC(=O)CCS(=O)(=O)c2ccccc2)sc2c(OC)ccc(OC)c21
  1%, -30%, -5%, 2, -3%, -8%, 2%, 2%, -6%, -14%, -3%
- Cc1cccc(NC(=O)/C=C/c2ccc3c(c2)OCO3)n1
  0.85µM*, ?, ?, 16, 0.56µM*, ?, 1%, 1.4µM*, ?, ?, ?
- CC(=O)c1cccc(NC(=S)NC(=O)c2ccc(Cl)cc2)c1
  13µM*, 7.1µM*, ?, 4, ?, 8.9µM*, 0%, ?, ?, ?, ?
- Cc1ccccc1C(=O)Nc1ccccc1-n1cccc1
  1%, 23%, 3%, -1, 1%, 1%, -4%, 0%, 0%, -5%, -1%
- COc1ccc(-c2[nH]ncc2CN2CCC(OCc3cccnc3)CC2)c(F)c1
  0%, 4%, 0%, 0, -2%, -8%, -3%, 0%, 0%, 3%, -1%
- CCOC(=O)c1ccc2c(c1)C(=O)N(C1CCCCC1)C2=O
  -26%, 13%, 17%, 3, 1%, -8%, -4%, -6%, 2%, -19%, -1%
- O=C1NCCn2nc3ccccc3c21
  3%, /, 5%, -1, 0%, /, 0%, 0%, 4%, 11%, 2%
- COc1cccc(/C=C2\SC(=O)NC2=O)c1OCc1ccc(C(=O)O)cc1
  ?, 16%, -7%, 2, -1%, -19%[10 µM], 3%, -6%, 0%, -2%, 5%
- Cc1oc2nc(SCC(=O)NCc3cccnc3)nc(N)c2c1C
  3%, 8%, 2%, 0, -1%, -1%, 0%, 2%, 7%, -4%, 5%
- Cc1noc(C)c1/C=N/Nc1ccccn1
  -10%, ?, ?, 22, 3%, ?, 0%, 4%, 8%, 30%, -2%
- Nc1ncc(Br)cc1S(=O)(=O)NCCC(=O)NCCc1ccccc1
  -4%, 3%, 10%, 8, 0%, 9%, -6%, 8%, -4%, 4%, 15%
- O=C(O)C(c1ccccc1)N1C(=O)c2cccc3cccc(c23)C1=O (stereo not given)
  -1%, 40%, -18%, 0, 1%, 7%, 8%, 1%, -3%, -5%, /
- O=C(Nc1cc2c(cc1Cl)OCCO2)c1ccco1
  19µM*, 42%, ?, 3, ?, ?, -2%, ?, 25%, 50%, ?
- Cc1sc2ncnc(Sc3ccccc3C(=O)Nc3ccccc3Cl)c2c1C
  1%, ?, ?, 10, -1%, 15%, 9%, -3%, -4%, -40%, -10%
- COc1ccc(Nc2cc(C)c3cc([N+](=O)[O-])ccc3n2)cc1
  17µM*, 18%, ?, 5, -6%, 8%, 4%, -7%, -2%, -22%, -1%
- N#C/C(=C\c1ccc(F)cc1)c1nc(-c2ccco2)cs1
  2.7µM*, ?, ?, 1, ?, 1%, 0%, ?, ?, 65%, ?
- Cc1ccc(C(C[N+](=O)[O-])c2c(N)n(C)c(=O)n(C)c2=O)cc1 (stereo not given)
  -2%, 13µM*, -7%, 1, -4%, ?, 2%, -7%, 5%, -21%, -16%
- CCCc1cc(=O)oc2cc(OCC(=O)Nc3ccc(S(N)(=O)=O)cc3)ccc12
  -1%, -36%, ?, -1, 0%, -15%, ?, 4%, 4%, 1%, 8%
- Cc1ccc(S(=O)(=O)Cn2nnnc2CN(Cc2ccco2)Cc2cccs2)cc1
  6%, ?, -17%, 23, -5%, -7%, -3%, -3%, -3%, -26%, -8%
- CC[C@]12c3[nH]c4ccc(OC)cc4c3CCN1C(=O)C(CC(=O)NC/C=C(\C)CCC=C(C)C)C[C@@H]2C(=O)N1CCN(C(=O)c2ccco2)CC1 (stereo not given in full)
  /, /, ?, /, /, /, 1%, /, -3%, -56%, -5%
- O=S(=O)(c1ccc2c(c1)OCCO2)N1CCC(n2cnc3cc(F)ccc32)CC1
  -2%, ?, ?, -4, 3%, 3%, -2%, -5%, -2%, -26%, -14%
- COc1ccc(-n2nnnc2SCC(=O)c2ccc3c(c2)OCCO3)cc1
  7%, 2%, -1%, -6, 9%, -2%, 3%, -3%, -1%, -11%, 1%
- CN(NC(=O)C1CC(=O)N(c2ccccc2)C1)C1=NS(=O)(=O)c2ccccc21 (stereo not given)
  0%, 0%, 9%, 0, -11%, 6%, 2%, -2%, 1%, 5%, 1%
- COCC(C)N1CCC(Oc2cccc(C(=O)NCCc3ccccc3)c2)CC1 (stereo not given)
  ?, -1%, ?, 14, 5%, -19%, 0%, 5%, ?, 52%, ?
- O=C1NC(NS(=O)(=O)c2ccccc2)(C(F)(F)F)C(=O)N1c1cccc(Cl)c1 (stereo not given)
  -1%, 15%, -1%, 0, -3%, 3%, -5%, -1%, 0%, -13%, 5%
- COc1cc(C(=S)N2CCN(c3cccc(Cl)c3)CC2)ccc1O
  ?, 28%, ?, -2, -31%[inhibitor], -15%, ?, -30%[inhibitor], -4%, -31%, -1%
- O=S(=O)(NCCSc1ccccc1)c1ccc(F)cc1
  0%, -25%, 7%, 3, -8%, -9%, 14%, 1%, 2%, -11%, -2%
- CCCOc1ccc(-c2nn(-c3ccccc3)cc2/C=C2\SC(N)=NC2=O)cc1C
  3%, ?, -21%, ?, 2%, -6%, 1%, -2%, -4%, -18%, 1%
- O=C(Nc1ccccc1Cl)C1CCCN(S(=O)(=O)c2ccc(-n3cnnn3)cc2)C1 (stereo not given)
  1%, ?, -25%, 22, -2%, -9%, 1%, -4%, -19%, -27%, 3%
- CC(NC(=O)c1ccc(Br)cc1)c1ccccc1 (stereo not given)
  -5%, 0%, -4%, 9, -3%, 12%, 1%, 1%, -1%, -2%, -5%
- CC(NC(=O)COC(=O)c1nc(Cl)ccc1Cl)c1ccccc1 (stereo not given)
  /, /, ?, /, /, /, 2%, /, 1%, -4%, -3%
